ARFGAP1 inh: inhibits rat ARF GTPase activating protein 1. Q62848. Arfgap1-stimulated ARF1 GTP hydrolysis, GDP FP detection. inhibition, % at 16.5 µM. actives 0.26% (n = 360,000). AID 651572;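 active = inhibition above a per-plate limit, mean inhibition of low control wells plus 3 SD, cut at about 25% in these data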;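 note: 0% = DMSO wells with enzyme and 100% = wells lacking Arfgap1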
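System: truncated rat Arfgap1 GAP domain / Medium: HEPES-based buffer, pH 7.5 / Also added: N-terminally truncated human ARF1-GTP substrate / Incubation: enzyme reaction 120 min at 25 °C after 20 min preincubation / Measured by: FP of antibody-bound GDP Alexa 633 tracer, ex 620/em 688 nm / Replicates: singlicate, each compound tested once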
GC-B act: GC-B (human) receptor activation; HEK293-GC-B cells, CNP EC30, cGMP TR-FRET; 0% at EC30 CNP, 100% saturating CNP; activation, % at 10 µM; actives 0.11% (n = 370,000); AID 1920062;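 active = activation at 10 µM reaching about 35% in either raw or pattern-adjusted values, limit read from the data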
FXN GAA850 act: frataxin GAA850 promoter activation; HEK293 lucGAA850 FXN promoter luciferase reporter, 24 h; percent of 10 µM SAHA response; activation, % at 6 µM; actives 0.56% (n = 360,000);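 active = activation above the average of all compounds screened plus 3 SD, cutoff fixed separately per campaign, cut at about 7.5% in these data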;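 note: 0% = DMSO wells and 100% = 10 µM SAHA wells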
ADAM10 inh: inhibits human ADAM10; O14672; recombinant ADAM10, EDANS/DABCYL FRET peptide cleavage, 3 h; inhibition, % at 7 µM; actives 0.62% (n = 370,000);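 active = inhibition above a per-campaign cutoff equal to the mean of compounds falling between control-based bounds plus 3 SD, cut at about 20% in these data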;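 note: 0% = DMSO wells while the 100% control is not disclosed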
rCAG RNA binder: r(CAG) repeat RNA binding; AID 651821; actives 1.3% (n = 370,000); TO-PRO-1 dye displacement fluorescence; inhibition, % at 3 µM;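 active = inhibition above the plate cutoff, the mean of all test compounds on that plate plus 3 SD, cut at about 35% in these data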;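 note: 0% = DMSO alone and 100% = 100 µM mitoxantrone as full dye displacement; higher means more dye released from RNA so lower well fluorescence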
HGIII-sPLA2 inh: Inhibits HGIII-sPLA2 liposome hydrolysis, primary screen. AID 743126. QFRET BODIPY PC-A2 liposome hydrolysis, fluorescence. inhibition, % at 12.2 µM. actives 0.56% (n = 370,000);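 active = inhibition above mean plus 3 SD of compounds lying within the high and low control bounds, cut at about 19% in these data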;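 note: 0% = median of test compound wells and 100% = no enzyme DMSO wells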
NPR1 activator: GC-A (human) enzyme activation; HEK293 GC-A cells, cGMP TR-FRET, EC30 ANP; 0% at EC30 ANP, 100% saturating ANP; activation, % at 10 µM; actives 0.14% (n = 370,000); AID 1671463; in the data active = activation above about 40%
ASAP1 GAP inh: blocks human ASAP1-stimulated Arf1 GTP hydrolysis; inhibition, % at 16.5 µM; actives 0.19% (n = 360,000); GDP FP detection; in the data active = inhibition above about 25%;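 note: 0% = vehicle with enzyme and substrate and 100% = no enzyme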
Tn6 DDE FP: disrupts Tn6 cyclic peptide binding to fibrin D-Dimer-E complex | Fibrin DD(E) TRITC-Tn6 fluorescence polarization displacement | P02675 | actives 0.21% (n = 370,000) | inhibition, % at 8.3 µM;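 active = inhibition above a per-campaign cutoff: mean of compounds within control limits plus 3 SD, cut at about 15% in these data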;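 note: 0% = median of all compound wells on the plate and 100% = blocking peptide control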
Target sequence (P02675 whole entry, looked up): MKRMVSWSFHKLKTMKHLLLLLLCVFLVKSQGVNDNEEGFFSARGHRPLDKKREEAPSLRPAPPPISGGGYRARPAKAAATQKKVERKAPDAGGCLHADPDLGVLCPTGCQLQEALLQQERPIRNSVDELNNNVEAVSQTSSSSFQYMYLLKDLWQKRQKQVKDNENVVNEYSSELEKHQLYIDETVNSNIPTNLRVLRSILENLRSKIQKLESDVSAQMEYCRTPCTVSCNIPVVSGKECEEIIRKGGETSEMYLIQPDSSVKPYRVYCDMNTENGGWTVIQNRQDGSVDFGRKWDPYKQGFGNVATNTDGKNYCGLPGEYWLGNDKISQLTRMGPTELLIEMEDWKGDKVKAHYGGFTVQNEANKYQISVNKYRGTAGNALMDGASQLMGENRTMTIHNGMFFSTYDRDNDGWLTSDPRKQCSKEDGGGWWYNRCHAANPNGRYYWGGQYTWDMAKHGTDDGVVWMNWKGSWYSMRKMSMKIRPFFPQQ
KLK7 zymogen act: activates the human kallikrein-7 zymogen; P49862; purified proKLK7, EDANS-DABCYL substrate fluorescence; 100% is mature enzyme control, 0% vehicle; activation, % at 7 µM; actives 0.9% (n = 370,000);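 active = activation above the mean of all tested compounds plus 3 SD, computed per campaign excluding outliers beyond control limits, cut at about 13% in these data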
Target sequence (P49862 whole entry, looked up): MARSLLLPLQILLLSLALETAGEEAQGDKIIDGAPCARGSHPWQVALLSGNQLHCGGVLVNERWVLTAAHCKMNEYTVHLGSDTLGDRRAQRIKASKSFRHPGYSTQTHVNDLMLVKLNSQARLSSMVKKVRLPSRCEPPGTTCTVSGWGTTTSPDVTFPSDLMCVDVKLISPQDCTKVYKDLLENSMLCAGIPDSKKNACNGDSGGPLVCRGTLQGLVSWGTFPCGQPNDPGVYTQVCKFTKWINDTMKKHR
* hit, by the source's call; i = inactive; · = no result given.

SMILES	ARFGAP1 inh	GC-B act	FXN GAA850 act	ADAM10 inh	rCAG RNA binder	HGIII-sPLA2 inh	NPR1 activator	ASAP1 GAP inh	Tn6 DDE FP	KLK7 zymogen act
CNC(=O)CSc1nc2nc(C)cc(C)n2n1	4	3	-3.0	-10	3	9	0	0	2	0.3
CCC(C)NC(=O)Cn1c(=O)n(CCCC(=O)NCc2ccccc2Cl)c(=O)c2ccccc21 (stereo not given)	-4	-4	-0.7	-2	0	-4	-2	-4	9	-0.6
CCOc1cccc(C(c2c(C)n(C)n(-c3ccccc3)c2=O)c2c(C)n(C)n(-c3ccccc3)c2=O)c1OC	-1	5	-12	3	-5	0	2	9	-8	-0.2
CC(C)Cc1ccc(-c2cc3nc(NCCc4ccc(S(N)(=O)=O)cc4)ccn3n2)cc1	2	-8	4.5	-162	15	-32	-6	4	-3	-2.4
NC(=O)C1(NC(=O)[C@@H]2CC3(CC(c4cccc(NC(=O)[C@@H]5CCC(=O)N5)c4)=NO3)CN2C(=O)Cc2ccc(Cl)cc2)CC1 (stereo not given in full)	5	0	-1.8	-3	-1	-2	3	-3	2	-0.2
CSc1nc(-c2ccccc2)nn1S(=O)(=O)c1ccc(Cl)cc1	-2	1	3.4	-2	0	0	-5	6	-2	-0.5
O=c1[nH]c(N2CCCCC2)nc2ncn(Cc3ccccc3)c12	-16	3	1.6	6	-1	2	-1	-12	2	-0.3
CC1(C)Oc2ccc3ccc(=O)oc3c2[C@@H](O)[C@H]1O	6	0	0.6	i	7	11	0	-9	-5	3.0
CCN(c1ccc(OCC(=O)OCC(=O)c2c(N)n(C)c(=O)n(C)c2=O)cc1)S(=O)(=O)c1ccccc1	2	3	-1.6	0	4	7	17	-10	2	0.6
COCCn1c(C)cc(C(=O)COC(=O)C23CC4CC(CC(O)(C4)C2)C3)c1C	8	0	-0.9	-7	-10	6	-2	-7	-12	0.1
O=C(CCCCCN1C(=O)C2C3C=CC(C3)C2C1=O)Nc1cc(F)cc(F)c1 (stereo not given)	·	3	·	1	0	1	4	·	-2	0.1
CCOc1ccc2nc(SCC(=O)Nc3ccc4[nH]c(=O)[nH]c4c3)[nH]c2c1	8	-3	1.7	-3	12	-12	-4	-4	6	-0.2
Cc1noc(/C=C/c2ccco2)c1S(=O)(=O)N1CCC(C(=O)N2c3ccccc3CC2C)CC1 (stereo not given)	9	-5	0.9	8	19	-2	-2	-1	-1	-15
Cc1cccc2cc(CN(Cc3cccs3)C(=S)NCC3CCCO3)c(=O)[nH]c12 (stereo not given)	15	0	0.7	-10	2	18	4	7	-12	-0.4
O=S(=O)(c1ccc(-c2csc(Nc3ccc(F)cc3)n2)cc1)N1CCCC1	8	5	-2.6	-12	16	-5	3	5	-7	-0.7
COc1ccc(OC)c(CN2CCN(C(=O)c3ccco3)CC2)c1	6	-1	0.5	-1	-6	1	-3	10	3	0.7
COc1ccc(-c2nn(-c3ccccc3)cc2CN2CCCO2)c(F)c1	6	0	0.4	-7	-8	-8	-6	-9	0	0.2
C[C@H](CO)N1C[C@H](C)[C@@H](CN(C)C(=O)Nc2ccc3c(c2)OCO3)Oc2ccc(NC(=O)CCC(F)(F)F)cc2C1=O	-6	2	1.0	-7	-8	-1	5	-2	1	0.1
NC(=O)[C@@H]1CCOc2c(F)cc([N+](=O)[O-])cc2C(=O)N[C@@H](CO)C(=O)NCC(=O)N1	8	4	1.5	-2	0	-3	3	2	6	0.4
O=C(Nc1cccc(Oc2ccc(C(=O)O)c(C(=O)O)c2)c1)c1ccc(-c2ccccc2)cc1	-5	-5	-0.7	-2	58*	-16	-2	-12	3	-0.3
Cc1c(Cc2ccccc2)c(=O)oc2c(C)c(OCC(=O)NCc3ccccn3)ccc12	9	0	0.4	-28	0	-2	8	20	-3	-0.4
Cn1cnnc1SCC(=O)Nc1ccc(F)cc1F	-4	3	1.3	-5	-1	-1	-1	-2	-12	0.0
COc1cccc(NC(=O)N2CCCC2C(=O)NCc2ccco2)c1 (stereo not given)	7	0	0.0	-3	1	3	-2	2	-3	0.6
CCCS(=O)(=O)N1CCC(C(=O)NCc2ccco2)CC1	-2	9	-0.7	-2	2	0	0	-6	3	-0.3
OCC1(Cc2cccc(Cl)c2)CCCN(Cc2cn[nH]c2C2CCCCC2)C1 (stereo not given)	6	-11	1.0	4	1	-11	-7	-13	6	0.5
COc1ccc(C2(c3ccc(OC)cc3)NC(=O)N(CC(=O)NC3(C#N)CCCCC3)C2=O)cc1	-6	9	0.0	5	2	-24	4	-4	-2	1.6
O=C(COc1ccc(F)cc1Cl)N1CCN(C(=O)c2cccs2)CC1	-3	-9	-0.7	2	3	8	-1	-9	6	0.0
CSc1ccccc1OCc1cc(C(=O)NC(C)CCn2cccn2)no1 (stereo not given)	0	0	3.2	-3	-4	6	5	2	0	-0.3
O=C(COC(=O)Cc1ccc(Br)cc1)NCc1cccs1	-4	0	-0.3	-8	0	-2	1	-4	1	-0.6
CN1C(=O)c2ccccc2Sc2ccc(C(=O)O)cc21	-6	-1	-0.4	-5	-2	1	0	10	-2	-0.4
Cc1ccc(-c2cc(C(F)F)nc(NCc3cccs3)n2)cc1	6	4	2.6	-22	0	-2	-2	15	-5	-0.7
Cc1ccc(Nc2c(-c3ccc(N4CCOCC4)cc3)nc3ncccn23)cc1	-7	-3	0.9	-15	3	7	10	5	-3	1.2
CC(C)N(C(N)=NC(=O)OCc1ccccc1)C(C)C	·	2	·	-1	-2	-3	-1	·	-1	-0.3
CN(C)S(=O)(=O)Nc1cccc(Br)c1	10	-1	0.4	-1	-1	5	2	-16	-6	-0.1
Cc1cnc(NC(=O)CSc2nnc(CNc3ccc(F)cc3)n2CC2CCCO2)s1 (stereo not given)	16	6	5.6	-6	2	1	5	17	-2	-1.0
Cc1cc(C)c(NC(=O)c2ccc3c(c2)NC(=O)C(C)S3)c(C)c1 (stereo not given)	7	-3	1.1	-2	3	0	4	0	0	-0.5
NC(=O)CSc1oc(-c2ccc(F)cc2)nc1S(=O)(=O)c1ccccc1	-5	-9	2.7	-5	-2	2	-7	13	8	-0.7
CC(=O)Nc1cc(ON=C(C)C)cc([N+](=O)[O-])c1	2	0	2.2	0	-3	-11	6	2	6	0.4
COc1ccc2nc(C)cc(Nc3ccc(N4CCOCC4)cc3)c2c1	12	-17	-3.6	6	8	7	-23	2	-3	0.1
N#CC1=C2SCC(O)(c3ccccc3)N2C(=O)CC1c1ccccc1F (stereo not given)	5	-5	-4.6	11	3	-5	-1	-3	0	2.0
Cc1ccccc1-c1noc(C(C)NC(=O)c2ccco2)n1 (stereo not given)	-7	2	0.8	1	3	-2	6	-12	0	-0.3
CCCc1nc(N)c(C#N)c(-c2cccnc2)c1CC	-12	0	2.9	-36	-3	3	0	2	-4	-0.4
CCOC(=O)[C@]12CCC=C1N(Cc1ccc(Cl)cc1Cl)C(=O)[C@H](CC(=O)N1CCN(C(=O)c3ccco3)CC1)C2	-10	-1	·	8	4	-13	-5	-11	8	0.3
CCOC(=O)Cn1c(=O)c2c(nc3n2CCS3)n(C)c1=O	-10	-1	-1.4	-6	3	0	-1	-17	4	1.0

High-throughput results (PubChem)
